ZTA counter: counter-screen for EBNA-1 inhibitors: inhibitors of Epstein-Barr virus ZTA. P03206. 0.15% of 320,000 active. ZTA-DNA binding, fluorescence polarization. AID 2234. inhibition, % at 11 µM; in the data active means inhibition above about 33%
GLD-1 TGE inh: GLD-1-TGE RNA interaction inhibition (C. elegans); Q17339; purified GLD-1 + fluorescein TGE RNA, fluorescence polarization; inhibition, % at 5.96 µM; 0.44% of 320,000 active; AID 2280;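 active means percent inhibition above a per-plate cutoff, the plate mean of test compounds plus 3 SD, cut at about 30% in these data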;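 further: 0% = DMSO wells with GLD-1 and probe and 100% = wells lacking GLD-1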
Target sequence (Q17339 whole entry, looked up): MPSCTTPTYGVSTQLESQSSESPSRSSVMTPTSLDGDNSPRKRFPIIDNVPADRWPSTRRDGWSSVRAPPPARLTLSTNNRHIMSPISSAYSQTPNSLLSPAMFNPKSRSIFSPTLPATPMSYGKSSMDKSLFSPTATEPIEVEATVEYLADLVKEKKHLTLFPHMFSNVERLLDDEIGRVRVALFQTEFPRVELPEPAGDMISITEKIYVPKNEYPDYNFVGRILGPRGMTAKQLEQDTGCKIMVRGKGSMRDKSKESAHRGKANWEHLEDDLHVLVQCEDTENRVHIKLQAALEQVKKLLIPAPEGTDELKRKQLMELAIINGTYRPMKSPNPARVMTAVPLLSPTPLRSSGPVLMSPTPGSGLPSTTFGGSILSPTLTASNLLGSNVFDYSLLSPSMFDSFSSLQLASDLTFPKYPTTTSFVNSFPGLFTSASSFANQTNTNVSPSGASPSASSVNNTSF
MEX-5 binding: C. elegans MEX-5 TCR-2 RNA binding activity; Q9XUB2; MEX-5/FITC-TCR2 RNA binding, fluorescence polarization; stronger effect = lower value; activity score (negative = inhibition of binding), % at 10 µM; 0.38% of 300,000 active; AID 1832;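 active means inhibition past about -25% in most replicates, and total fluorescence under double the plate's negative control median, limit read from the data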;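 further: 0% = DMSO and -100% = 5 µM competing unlabeled TCR2 RNA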
EBNA-1 inhibitor: blocks EBNA-1 binding to DNA. EBNA-1 DNA binding, fluorescence polarization. inhibition, % at 14.8 µM. 0.34% of 300,000 active; in the data active means inhibition above about 28%
Fam108B inh: Fam108B inhibition, counter-screen for RBBP9 inhibitors; recombinant Fam108B, FP-Rh probe fluorescence polarization; inhibition, % at 9.51 µM; 0.33% of 300,000 active; AID 1947;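 active means inhibition above the screen mean inhibition plus 3 SD, computed separately per campaign, cut at about 18% in these data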;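 further: inhibitors lower polarization as less probe binds the enzyme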
CR mimetic SO: lowers age-related superoxide in aged yeast cells | S. cerevisiae aged cells, superoxide DHE fluorescence; stronger effect = lower value | superoxide response (% of plate mean), % at 10 µM | 0.18% of 330,000 active | AID 2690;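 active means superoxide response under a set limit, about three screen SD below normal, cut at about 65% in these data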;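 further: yeast aged for seven days with compound at 30 °C before DHE staining; 100% = average MFI of all compound-treated wells on the plate with controls excluded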
Efflux pump mplx: inhibitors of Candida antifungal efflux pumps expressed in yeast; S. cerevisiae Candida pump triplex, Nile Red efflux; AID 485275; inhibition, % at 10 µM; 0.44% of 330,000 active;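 active means plate passing quality check with inhibition over a set limit, or well fluorescence over plate mean plus 4 SD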;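 further: Nile Red retained in pooled yeast measured as flow cytometry median fluorescence; 0% = buffer negative control and 100% = Enniatin B positive control; higher means more Nile Red kept so more efflux inhibition; some compounds called inactive have numbers as strong as hits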
MCL1-BIM inh: disrupts human MCL1 binding to BIM-BH3 peptide. inhibition, % at 10.9 µM. GST-MCL1 / FITC-Bim-BH3 fluorescence polarization. 0.68% of 320,000 active;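 active means inhibition above the mean inhibition of all tested compounds plus 3 SD, set per campaign, cut at about 40% in these data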;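 further: 0% = DMSO wells and 100% = unlabeled Bim-BH3 peptide control; higher means more loss of mP so more displacement of Bim peptide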
Target sequence (Q07820 whole entry, looked up): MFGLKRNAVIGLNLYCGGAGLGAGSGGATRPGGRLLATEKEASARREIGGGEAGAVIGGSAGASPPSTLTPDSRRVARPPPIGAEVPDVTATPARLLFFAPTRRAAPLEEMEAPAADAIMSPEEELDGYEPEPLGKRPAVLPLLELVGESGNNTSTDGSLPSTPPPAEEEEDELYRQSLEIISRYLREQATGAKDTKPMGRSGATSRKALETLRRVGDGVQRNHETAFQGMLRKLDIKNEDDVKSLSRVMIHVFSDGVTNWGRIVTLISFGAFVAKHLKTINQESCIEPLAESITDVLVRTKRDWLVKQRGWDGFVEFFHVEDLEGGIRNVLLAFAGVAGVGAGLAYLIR
Bcl-xL primary: inhibitors of human Bcl-xL; inhibition, % at 10.9 µM; AID 2129; Q07817; GST-Bcl-xL / FITC-Bim BH3 peptide fluorescence polarization; 0.7% of 320,000 active;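 active means inhibition above the mean of all tested compounds plus 3 SD, cutoff set per campaign, cut at about 30% in these data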;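 further: 0% = DMSO wells and 100% = unlabeled Bim-BH3 peptide competitor; inhibitors lower millipolarization by displacing the labeled peptide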
Target sequence (Q07817 whole entry, looked up): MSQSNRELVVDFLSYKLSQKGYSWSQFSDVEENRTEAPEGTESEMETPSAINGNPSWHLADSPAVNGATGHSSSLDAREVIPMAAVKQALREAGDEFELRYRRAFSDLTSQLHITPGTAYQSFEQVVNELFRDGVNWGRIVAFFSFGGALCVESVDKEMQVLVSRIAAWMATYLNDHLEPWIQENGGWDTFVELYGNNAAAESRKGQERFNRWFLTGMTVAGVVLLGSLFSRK
Active calls of the source: *; · = no result given. Rows were taken by chance, and some 2.3% of all compounds hit somewhere here.

SMILES	ZTA counter	GLD-1 TGE inh	MEX-5 binding	EBNA-1 inhibitor	Fam108B inh	CR mimetic SO	Efflux pump mplx	MCL1-BIM inh	Bcl-xL primary
COc1ccc(CNC(=O)CSc2nnc3c(n2)[nH]c2ccccc23)cc1	2	-1	0.5	-4	0	102	0.5	5	-1
COc1cccc(NC(=O)Nc2ccc(Cc3ccncc3)cc2)c1	-1	1	0.0	-4	-2	92	0.2	-1	-1
COc1ccc(OC)c(-n2nnnc2SCC(=O)N2CCN(C(=O)c3ccco3)CC2)c1	10	0	-3.1	-5	-3	100	0.1	3	-2
COc1ccc(CC(=O)Oc2ccc(Cl)cc2Br)cc1S(=O)(=O)N1CCOCC1	10	0	2.1	9	1	97	0.1	0	-5
Cc1occc1C(=O)NNC(=S)NCC(C)C	2	6	2.1	-7	3	110	0.0	-1	5
O=C(CC1OC(=O)c2ccccc21)NC1CCCCC1 (stereo not drawn)	3	1	-1.3	5	1	94	-0.1	6	5
O=C(c1ccccc1)N1CCCOC1c1ccccc1 (stereo not drawn)	-9	4	0.7	-2	0	94	0.0	8	0
CC(C)=CCN1CCN(Cc2cn[nH]c2C2CCCCC2)CC1CCO (stereo not drawn)	-7	5	1.5	1	-4	95	-0.2	-2	2
Cc1ccc(C2=NNC(=O)C(c3ccc(Cl)cc3)C2)cc1 (stereo not drawn)	0	4	1.5	-17	-2	109	-0.1	6	10
COc1cccc(/C=N/n2c(COc3ccccc3)n[nH]c2=S)c1	-15	-7	-0.6	15	5	98	-0.2	-19	-6
COc1cccc(C2C(C(N)=O)=C(C)Nc3nc(CCCO)nn32)c1OC (stereo not drawn)	5	6	-1.5	-2	-3	102	-0.4	-3	1
CC[n+]1c(/C=C2\C=C(C)CC(C)C2)sc2ccccc21 (stereo not drawn)	12	1	3.5	-8	0	91	0.1	-13	-15
Cc1ccc(C(=O)N2CCCC(CCC(=O)NCc3ccccc3F)C2)cn1 (stereo not drawn)	19	6	0.0	-3	-1	97	-0.2	2	7
COc1ccccc1-c1sc2cc3c(cc2c1C#CCO)OCO3	-3	-4	·	·	·	104	3.0	4	0
Cc1ccc(-n2c(Cn3nc(C(F)(F)F)cc3C)n[nH]c2=S)cc1	1	0	-0.2	1	3	96	0.2	-13	-13
CCN(CC)S(=O)(=O)c1cccc(NC(=O)COc2ccc(Cl)cc2Br)c1	-1	0	-0.2	-6	-21	117	-0.2	-6	0
CC(C)CCN1C(=O)c2ccc(C(=O)Nc3ccc(Br)cc3C(=O)O)cc2C1=O	-7	-3	-0.2	-7	-2	94	0.0	-9	2
CCOc1ccc(NC(=O)CN(C)C(=O)c2ccc3c(c2)C(=O)N(CCC(C)C)C3=O)cc1OCC	4	-2	0.7	1	-3	109	-0.1	0	4
COc1cccc2cc(C(=O)NCCN3CCOCC3)oc12	-10	2	0.2	5	5	92	-0.1	9	1
Cc1ccc(C)c(S(=O)(=O)N2CCCOC2CNC(=O)C(=O)NC2CCCCC2)c1 (stereo not drawn)	-3	0	0.4	1	1	98	0.0	7	3
O=C(Nc1ccc(Nc2ccccc2)cc1)c1c(Cl)cccc1Cl	-4	1	-3.5	-3	6	101	0.0	4	2
O=C(NCCC1CCCCN1S(=O)(=O)c1ccc(Cl)cc1)C(=O)NCCN1CCOCC1 (stereo not drawn)	9	6	0.6	-1	0	93	0.0	2	3
NC(=O)c1sc2nc3c(c(-c4ccc(Cl)cc4)c2c1N)CCCC3	-13	7	-0.2	-3	4	124	0.3	9	10
O=C(c1cc2c(=O)oc3ccccc3c2s1)N1CCOCC1	-12	0	-1.6	0	0	89	-0.1	5	2
COc1cc(/C=C(/C#N)C(=O)Nc2ccccc2)ccc1OCc1ccc(C(=O)O)cc1	-13	5	-6.1	-2	-1	97	-0.2	3	9
CCOC(=O)N1CCN(S(=O)(=O)c2ccc(C(=O)N(CCN(C)C)c3nc4c(C)cccc4s3)cc2)CC1	4	1	-1.3	6	2	91	-0.1	-1	2
O=C(COC(=O)C1(c2ccccc2)CC1)N1CCN(c2ccc(F)cc2)CC1	-5	-7	-2.1	-4	2	105	0.5	-1	4
CCn1c(Cc2cccs2)nnc1SCC(=O)NC(C)(C)C	3	5	1.3	-7	1	102	0.1	-8	-9
CCOC(=O)c1ccc(-n2nc(C)cc2C)cc1	-22	1	3.6	9	-2	102	0.0	-1	0
O=C(NCc1ccncc1)c1ccc(Oc2ccccc2)cc1	1	4	0.8	9	1	105	0.1	-7	1

Taken from above:
O=C(COC(=O)C1(c2ccccc2)CC1)N1CCN(c2ccc(F)cc2)CC1 in MCL1-BIM inh has -1
CCOC(=O)N1CCN(S(=O)(=O)c2ccc(C(=O)N(CCN(C)C)c3nc4c(C)cccc4s3)cc2)CC1 in CR mimetic SO has 91

Other records follow:
SMILES	ZTA counter	GLD-1 TGE inh	MEX-5 binding	EBNA-1 inhibitor	Fam108B inh	CR mimetic SO	Efflux pump mplx	MCL1-BIM inh	Bcl-xL primary
O=C(O)CC(NC(=O)Cc1ccccc1)c1ccccc1 (stereo not drawn)	-20	2	-0.7	4	-1	95	-0.1	9	5
O=C(O)CSCC(=O)N1N=C2/C(=C/c3ccccc3)CCCC2C1c1ccccc1 (stereo not drawn)	9	2	-1.7	5	2	93	-0.1	9	7
O=C(CSc1nc2ccccc2c(=O)[nH]1)Nc1cccc([N+](=O)[O-])c1	-3	-2	2.0	1	0	114	0.1	1	-2
COc1cccc(C(=O)NC(=S)Nc2ccc([N+](=O)[O-])cc2C)c1	9	4	·	3	1	97	-0.1	7	2
O=C(NCc1cccs1)C1CCN(c2nc3ccccc3o2)CC1	7	10	·	13	0	105	-0.1	10	4
C#Cc1cccc(NC(=O)C2CCN(C(C)=O)CC2)c1	3	-4	-3.8	4	-1	102	-0.1	0	-1
CC(C)c1nc2cc(C(=O)N3CCNC(=O)C3c3ccc(F)cc3)ccc2o1 (stereo not drawn)	0	-2	2.3	0	0	85	-0.2	-3	5
CC(OC(=O)Cc1coc2ccc3ccccc3c12)C(=O)Nc1ncc(Cl)cc1Cl (stereo not drawn)	-9	-2	3.8	-11	-5	116	0.0	-17	-2
CC(NC(=O)COc1ccc(S(=O)(=O)N2CCOCC2)cc1)c1ccccc1 (stereo not drawn)	1	0	·	·	·	88	-0.1	0	4
COC1CCN(C(=O)c2ccc3oc(Cc4ccc(Cl)cc4)nc3c2)CC1	10	-4	-3.3	4	8	89	0.0	-3	5
CCOC(=O)N1CCN(c2c(NCCc3ccc(C)cc3)c(=O)c2=O)CC1	-21	-6	-0.5	-12	-1	108	0.0	1	-2
CCCN(CCC)c1c([N+](=O)[O-])c(=O)oc2ccccc12	3	2	1.5	0	1	101	0.0	13	6
O=C(O)C1CCCCC1C(=O)Nc1cnn(Cc2ccccc2)c1 (stereo not drawn)	4	1	-2.3	-6	-4	104	0.2	0	-1
CC(=O)c1cccc2c(O)c(C3=Nc4ccccc4C3=O)[nH]c12	-5	3	-0.9	-3	4	102	-0.1	18	15
O=C(Nc1cccc(S(=O)(=O)N2CCOCC2)c1)c1cnn2c(C(F)F)cc(-c3ccccc3)nc12	-8	0	1.4	5	2	110	-0.1	-2	-3
CC(=O)N(CCS(=O)(=O)c1ccc(Cl)cc1)Cc1cccs1	-2	-1	-3.7	6	-2	98	-0.2	-4	5
CN(Cc1ccccc1)C(=O)COc1ccc(C(C)(C)C)cc1	-4	4	2.7	1	2	132	0.0	1	4
Cc1ccc(C(=O)NCc2ccc3c(c2)OCO3)o1	1	-4	1.5	-9	0	96	0.2	1	2
O=C(NCc1cn2ccsc2n1)Nc1cccc(Cl)c1	-8	-3	-0.7	-10	-3	99	0.2	-2	-1
COc1ccccc1CC(=O)Nc1ccc(-c2noc(COc3cccc(C)c3C)n2)cc1	-8	6	2.2	12	-10	117	0.7	2	-4
COC(=O)c1sc(NC(=O)CSc2nnc(Cn3nnc4ccccc43)n2C)nc1C	3	-2	0.1	-14	-3	105	14*	-9	-5
Cc1oc2ccc(O)cc2c1C(=O)OC(C)C	5	1	-3.0	8	-3	93	0.0	0	-4
COc1ccc(C(NC(=O)c2cccc(F)c2)c2ccccc2)cc1 (stereo not drawn)	-15	-4	0.8	6	-1	86	0.0	9	7
CCOc1ccc(S(=O)(=O)NCC2CCCO2)c2ccccc12 (stereo not drawn)	1	4	0.6	-2	2	97	-0.1	13	7
CC(C)(Cl)C1Cc2cc3ccc(=O)oc3cc2O1 (stereo not drawn)	9	8	0.7	-4	0	100	0.0	7	2
N#CC1=C(Nc2ccccc2)SC=C(c2ccc(F)cc2)N=C1N1CCOCC1	-12	1	1.7	-11	-2	82	-0.2	9	6
O=C(c1ccccc1)N(CCN1CCOCC1)C1(C(=O)Nc2ccccc2)CCCCC1	10	1	-1.1	12	-4	96	0.0	2	5
O=C(NCc1ccccc1)c1cccc(NC(=O)c2ccco2)c1	-2	2	-5.1	6	7	87	0.0	0	1
Cc1nc(-c2ccccc2OC(F)(F)F)[nH]c(=O)c1Cl	-2	0	-1.2	5	2	98	-0.1	1	1
FC(F)(F)c1nnc2c(Sc3ccccc3)nc3ccccc3n12	1	-2	2.0	-8	2	113	0.0	6	3
CC(=O)OCCNc1cc(SCc2ccco2)c2nonc2c1[N+](=O)[O-]	7	-10	-3.0	-2	10	106	0.4	36	15
COc1ccccc1CCNC(=O)C(=O)NCC1OCCN1S(=O)(=O)c1ccc(F)cc1 (stereo not drawn)	1	-9	-1.9	-11	-1	114	0.1	1	3
CSC(=S)N/N=C(\C)c1ccc(Br)cc1	-2	3	-2.0	-11	-2	99	0.2	6	7
O=C(NCC(F)(F)F)c1ccc(S(=O)(=O)N2CCN(C(=O)C3CCCO3)CC2)cc1 (stereo not drawn)	-5	2	·	·	·	98	0.0	-2	2
CN(C(=O)CC(NC(=O)c1ccccc1)(c1ccccc1)c1ccccc1)c1ccccc1	7	2	-0.7	-5	2	88	0.0	-4	4
CC(=O)Nc1ccc(NC(=O)c2ccccc2N(C)S(C)(=O)=O)cc1	-18	2	1.6	-6	-1	85	0.3	-4	-5
COc1ccc(NC(=O)c2ccc(OC(F)F)cc2)cc1Cl	-3	0	-0.6	5	-1	98	0.0	-4	3
COc1cc(NC(=O)C2=COCCO2)c(OC)cc1Cl	2	0	0.6	-10	-3	96	0.2	4	4
C=CCn1c(SCc2csc(C)n2)nc2sc3c(c2c1=O)CCCCC3	-9	2	1.8	4	-1	82	-0.1	7	3
CCCc1cc(=O)oc2cc(OCC(=O)N3CCc4ccccc43)ccc12	8	-7	-0.2	4	-1	117	-0.1	2	1
COC(=O)c1cc(Br)c(=O)n(Cc2ccncc2)c1	-7	9	-0.2	-1	-5	96	-0.2	-1	1
COCC(=O)N/N=C/c1ccc(Sc2nc3ccccc3s2)o1	-15	-10	0.0	-7	0	92	0.4	10	5
Cc1nc2ccc(NS(=O)(=O)c3ccc(Br)cc3)cc2s1	6	-13	·	·	·	104	0.1	-7	-6
Cc1cccc(C)c1-n1c(C)cc(/C=C2\NC(=O)NC2=O)c1C	1	-4	-0.4	4	1	91	0.0	-10	2
COc1ccccc1Oc1c(C)oc2c(CN3CCOCC3)c(O)ccc2c1=O	-3	0	-0.2	-1	0	96	0.1	5	6
CCOC(=O)c1sc(NC(=O)c2ccc(S(=O)(=O)N(C)C)cc2)cc1C	1	-1	-0.4	13	-6	100	-0.1	4	11

Screens as filed in PubChem BioAssay.
